# Abeta rescue – restores growth of yeast expressing A-beta42 peptide; hit rate 0.063% among 410,000; AID 1347071; Potency, µM (top dose mostly 46.1 µM), for the others: top-dose growth rescue, actives largely listed as activators; yeast expressing A-beta42, growth rescue, OD600, 48 h; response scale: 0% DMSO, 100% iron-clioquinol control; note: nearly all actives have a fitted effect of over 55% in size
#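 Yeast growth medium received pinned compounds, then yeast cells expressing toxic A-beta were added; plates incubated at 30 C for 48 hr. Growth read as absorbance at 600 nm, normalized to DMSO and equimolar FeCl3 plus clioquinol controls.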
# FUS yeast rescue – FUS proteinopathy suppression in yeast. S. cerevisiae FUS-expressing, growth rescue, OD600, 24 h. Potency, µM (titrated, usually from 76.6 µM), inactives show at the highest dose growth rescue (activation), usual class: activators. hit rate 0.24% among 390,000;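 note: plate controls were DMSO vehicle for no effect and reference control for full effect; nearly all actives have a fitted effect of over 55% in size; some results filed as inactive show a strong effect at the top dose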
#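 Restored growth of FUS-toxic S. cerevisiae, read as 600 nm absorbance after 24 h at 30C in galactose medium (starting OD 0.005). Controls CP55940 and DMSO.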
# An asterisk follows results filed as active; ? = inconclusive; [ ] = another dose, or the depositor's remark. Calls come from the whole dose curve; as a rule, active = well fitted activation curve with a large enough effect; inconclusive = small, poorly fitted or top-dose-only effect; inactive = no such curve, though single readings can be large or run the other way. Potency is the fitted concentration of half-maximal effect. Only part of the results is shown; rates above refer to the full screens.
# The line under a structure holds: Abeta rescue	FUS yeast rescue
Cc1ccc(NC(=O)Cn2c(=O)n(Cc3ccccc3)c(=O)c3c(C)c(C)sc32)c(C)c1
 : 1%	-15%
CCc1ccccc1NC(=O)C(CCSC)NS(=O)(=O)c1ccc2c(c1)oc(=O)n2C (stereo not drawn)
 : -6%	-15%
Cc1cc(Br)ccc1NC(=O)C(Cc1ccccc1)NS(=O)(=O)c1ccc(Br)s1 (stereo not drawn)
 : -5%	-14%
Cc1cc(C)n(-c2nc(C)c(C)c(=O)n2CC(=O)Nc2cccc([N+](=O)[O-])c2)n1
 : 10%	3%
CCn1ccc2cc(S(=O)(=O)N3CCC(C(=O)NCCc4ccccc4Cl)CC3)ccc21
 : 9%	36%
COc1cc(C2C(=O)N(C3CCCCC3)CC(=O)N2CCc2ccccc2)ccc1OC(C)C (stereo not drawn)
 : 4%	6%
CCc1ccc2nc(N(Cc3cccnc3)C(=O)c3ccc(C#N)cc3)sc2c1
 : -50%[inhibitor]	2%
CCC(CC)C(=O)Nc1nnc(SCc2cc(=O)n3cccc(C)c3n2)s1
 : -5%	6%
Cc1ccc(N2CC(NC(=O)c3ccc(S(=O)(=O)N4CCCCC4)cc3)CC2=O)cc1 (stereo not drawn)
 : -10%	-4%
Cc1c(NC(=O)c2ccc(-c3ccc(F)cc3)o2)cccc1-c1nc2ncccc2o1
 : -23%	0%
Cc1ccc(NC(=O)c2cc(S(=O)(=O)N3CCCCCC3)ccc2F)cc1F
 : 0%	24%
CCCCN(Cc1ccccc1)S(=O)(=O)c1cc(Br)cc2c1N(C(=O)C1CC1)CC2
 : -4%	6%
O=C(NCc1ccccc1Br)c1cnc2sc(N3CCCCCC3)nn2c1=O
 : -9%	-5%
CC1CCN(C(=O)c2cc(-c3cccc(Cl)c3)on2)CC1
 : 11%	25%
NC(=O)CSc1ncc2c(n1)-c1ccccc1N(Cc1ccc(Cl)cc1)S2(=O)=O
 : -4%	-28%
Cc1ccc(C2Nc3ccccc3-n3c(-c4ccccc4)c4c(=O)n(C)c(=O)n(C)c4c32)o1 (stereo not drawn)
 : -15%	?
Cc1cccc(NC(=O)c2c(NC(=O)C(F)(F)F)sc3c2CCCCC3)c1
 : -9%	5%
COc1cccc(C2=CC(c3ccccc3F)n3c(nc4ccccc43)N2)c1 (stereo not drawn)
 : 20%	14%
Cc1ccc(Cn2c(C)c(CNCC(C)c3ccccc3)c(C(=O)O)c2C)cc1 (stereo not drawn)
 : 1%	5%
CCC(C(=O)Nc1ccccc1C(=O)OC)n1c(C)c2cnn(-c3ccccc3)c(=O)c2c1C (stereo not drawn)
 : -10%	3%
COc1ccc(-c2cc(C(C)=O)c(C)n2CCC(=O)Nc2ccc(C)cc2Cl)cc1
 : -14%	15%
COc1ccc2c(c1)-c1nc(NC(=O)c3cccc(Br)c3)sc1CC2
 : -1%	23%
O=C(Nc1ccc2oc(-c3ccc(Br)cc3)nc2c1)c1cc2ccccc2o1
 : -1%	-17%
Cc1ccc(CN(Cc2ccco2)C(=O)COc2cc(C)c(Cl)c(C)c2)cc1
 : -18%	14%
Cc1ccc(NC(=O)N2CCN(Cc3nc4ccc(C)cc4o3)CC2)cc1
 : -12%	38%
O=C(CSc1oc(-c2ccco2)nc1S(=O)(=O)c1ccc(Cl)cc1)c1ccccc1
 : -7%	?
CCC1CCc2nc3sc(C(=O)Nc4ccc(F)cc4F)c(N)c3cc2C1 (stereo not drawn)
 : -6%	-19%
O=C(Cn1c(=O)n(Cc2ccccc2)c(=O)c2sc3ccccc3c21)Nc1ccccc1
 : -17%	-5%
COc1ccc(-c2cc3nc(C)c(CCC(=O)NCCc4ccc(Cl)cc4)c(C)n3n2)c(OC)c1
 : -9%	7%
Cc1cccc(-n2c(C)nc3cc(C(=O)NCCC4=CCCCC4)ccc32)c1
 : 2%	42%
Oc1c(C(c2ccccc2F)N2CCN(Cc3ccccc3)CC2)sc2nc(-c3ccco3)nn12 (stereo not drawn)
 : 4%	10%
CCc1c(C)sc2c1CCN(Cc1cccc(F)c1)C2c1ccccc1 (stereo not drawn)
 : -73%[inhibitor]	-6%
Cc1ccccc1NS(=O)(=O)c1ccc2[nH]cc(C(=O)N3CCCC3)c(=O)c2c1
 : -2%	13%
O=C(O)CCCNc1cc(N2CCN(C3CCCCC3)CC2)c2noc3c2c1C(=O)c1ccccc1-3
 : -10%	-8%
COc1cccc(C(c2sc3nc(-c4ccco4)nn3c2O)N2CCCC2)c1 (stereo not drawn)
 : 4%	13%
CCS(=O)(=O)c1ncc(Cl)c(C(=O)N2CCN(c3cccc(Cl)c3)CC2)n1
 : 2%	34%
Cc1cccn2c(=O)c(/C=C(\C#N)c3nc4ccccc4n3C)c(Oc3ccc(Br)cc3)nc12
 : -5%	11%
CC(C)c1ccc(CNc2nc(-c3ccco3)nn2S(=O)(=O)c2ccc3ccccc3c2)cc1
 : 14%	10%
COc1cc(OC)c(Nc2nc3ccccc3c3nncn23)cc1Cl
 : 3%	19%
Cc1cccc(NC(=O)CN2C(=O)COc3ccc(S(=O)(=O)Nc4ccccc4)cc32)c1C
 : -13%	27%

# Four compounds picked at random from the list so far:
# The line under a structure holds: Abeta rescue	FUS yeast rescue
Oc1c(C(c2ccccc2F)N2CCN(Cc3ccccc3)CC2)sc2nc(-c3ccco3)nn12 (stereo not drawn)
 : 4%	10%
CC(C)c1ccc(CNc2nc(-c3ccco3)nn2S(=O)(=O)c2ccc3ccccc3c2)cc1
 : 14%	10%
Cc1cc(Br)ccc1NC(=O)C(Cc1ccccc1)NS(=O)(=O)c1ccc(Br)s1 (stereo not drawn)
 : -5%	-14%
O=C(CSc1oc(-c2ccco2)nc1S(=O)(=O)c1ccc(Cl)cc1)c1ccccc1
 : -7%	?

# The main list resumes with the 4 entries that preceded the break.
# The line under a structure holds: Abeta rescue	FUS yeast rescue
Cc1cccn2c(=O)c(/C=C(\C#N)c3nc4ccccc4n3C)c(Oc3ccc(Br)cc3)nc12
 : -5%	11%
CC(C)c1ccc(CNc2nc(-c3ccco3)nn2S(=O)(=O)c2ccc3ccccc3c2)cc1
 : 14%	10%
COc1cc(OC)c(Nc2nc3ccccc3c3nncn23)cc1Cl
 : 3%	19%
Cc1cccc(NC(=O)CN2C(=O)COc3ccc(S(=O)(=O)Nc4ccccc4)cc32)c1C
 : -13%	27%
COc1ccc(OC)c(-c2noc(CSc3nnc(-c4ccccc4)n3-c3ccccc3)n2)c1
 : -16%	-12%
CCc1ccc(-n2c(Cc3ccccc3)nnc2SCc2nc(-c3cccs3)no2)cc1
 : -23%	43%
COc1ccc(-c2noc(CSc3nc4ccccc4[nH]3)n2)cc1OC
 : -2%	13%
N#Cc1nc(-c2ccc(COc3ccccc3)o2)oc1NCc1ccccc1
 : 4%	27%
O=C(Cn1nc(-c2ccccc2)nc(Cc2ccccc2)c1=O)Nc1ccccc1
 : -9%	11%
Cc1ccc2oc(=O)n(CCCOc3ccccc3Cl)c2c1
 : 12%	1%
CCOc1ccc(C2C(C(N)=O)=C(C)Nc3nc(SCc4ccccc4F)nn32)cc1 (stereo not drawn)
 : -19%	1%
Cc1cc(C)cc(NS(=O)(=O)c2c(C)nc3scc(C)n3c2=O)c1
 : -6%	26%
CCC(C)NC(=O)Cn1c(=O)n(-c2ccc(Cl)c(Cl)c2)c(=O)c2c(C)c(C(=O)N(CC)CC)sc21 (stereo not drawn)
 : 11%	-6%
Cc1cc(C)cc(Nc2nnc(-n3nc(C)cc3C)c3ccccc23)c1
 : 21%	-6%
Cc1ccc(CCNC(=O)C2CCN(c3nnc(-n4cccc4CNc4ccc(C)cc4)s3)CC2)cc1
 : ?	?
CCn1cc(C(=O)NCCc2ccc(Cl)cc2)c(=O)c2cc(S(=O)(=O)N3CCC(C)CC3)ccc21
 : 5%	-16%
NC1=NC(c2cc(F)cc(F)c2)n2c(nc3ccccc32)N1 (stereo not drawn)
 : -15%	-5%
CC(C)Oc1ccc(CNC(=O)c2cccc(NC(=O)c3nsc4ccccc34)c2)cc1
 : 1%	1%
Cc1ccc2c(c1)cc1c(=O)n(CC(=O)NC(C)CCc3ccccc3)nc(C)n12 (stereo not drawn)
 : -17%	18%
CCOc1ccccc1CNC(=O)c1cc2cc(S(=O)(=O)N3CCCCC3)ccc2n1C
 : 2%	29%
Cc1ccccc1CCNC(=O)c1cc2cc(S(=O)(=O)N3CCCCC3)ccc2n1C
 : -2%	19%
Cc1ccccc1Cn1c2ccccc2c2cnn(CC(=O)N3CCC(C)CC3)c(=O)c21
 : -9%	8%
CCCCOc1cccc(C(=O)Nc2sc3c(c2C(=O)OCC)CCCC3)c1
 : -21%	-27%
CCOC(=O)c1c(C)oc2nc(C)nc(NCCCN3CCN(c4ccccc4)CC3)c12
 : -10%	-22%
O=C(CSc1c2c(nc3ccccc13)CCC2)Nc1ccc(F)cc1
 : -7%	17%
O=c1c2ccccc2n(Cc2c(F)cccc2Cl)c(=O)n1CCc1ccccc1
 : 2%	-7%
COc1cc(C2CC(=O)Nc3cc4c(cc32)OCO4)cc(OC)c1O (stereo not drawn)
 : -13%	-43%
CCc1ccc(-c2cn3c(n2)sc2cc(C(=O)NC4CCCCCC4)ccc23)cc1
 : 19%	12%
CC(=O)c1cccc(NC(=O)c2noc3c2CC(C)CC3)c1 (stereo not drawn)
 : -11%	-21%
COc1ccc(OC)c(CNC(=O)C2CCCN(c3ncnc4onc(-c5ccc(F)cc5)c34)C2)c1 (stereo not drawn)
 : -1%	-24%
CCCOc1cccc(C2c3c(oc4ccc(F)cc4c3=O)C(=O)N2CCc2ccc(OC)cc2)c1 (stereo not drawn)
 : 15%	-5%
Cc1cccc(NC(=O)c2oc3c(c2C)-c2[nH]ncc2CC3)c1C
 : -21%	10%
COc1cccc(NC(=O)CSc2nc3ccc(NC(=O)c4ccco4)cc3s2)c1
 : -7%	23%
Cc1ccc(CNC(=O)CCCn2c(=O)c3ccccc3n(CC(=O)C(C)(C)C)c2=O)cc1
 : 3%	18%
CCOc1ccccc1NC(=O)CSc1nnc2[nH]c(=O)cc(-c3ccccc3)n12
 : -7%	27%
Cc1ccc(OCCn2nnc3sc4c(c3c2=O)CCC(C(C)(C)C)C4)cc1 (stereo not drawn)
 : -2%	16%
CCN(CC)S(=O)(=O)c1ccc2oc(C(=O)Nc3cc(C)ccc3OC)c(C)c2c1
 : -7%	-6%
COc1cc(CN(C(=O)c2cccc(C)c2)c2ccccn2)cc(OC)c1OC
 : -10%	27%
Cc1cccc(N2CCN(C(=O)c3oc(=O)c4ccccc4c3-c3ccccc3)CC2)c1C
 : -17%	31%
COc1ccccc1C1Nc2ccccc2-n2c(-c3ccccc3)c3c(=O)n(C)c(=O)n(C)c3c21 (stereo not drawn)
 : -21%	15%
Cc1coc2c(C)c3oc(=O)c(CCC(=O)NCCc4ccc(Cl)cc4)c(C)c3cc12
 : -3%	-28%
COc1ccc(-c2cc(C(F)(F)F)n3nc(C(=O)O)c(Cl)c3n2)cc1OC
 : -5%	-27%
Cc1ccccc1C(=O)Nc1cccc(OCc2cc(=O)n3cccc(C)c3n2)c1
 : -13%	0%
O=C(Cc1ccccc1F)N1CCC(c2nc3c(nnn3Cc3cccc(Cl)c3)c(=O)[nH]2)CC1
 : -7%	?
Cc1cc(OCCCSc2nc(-c3ccc(C(C)(C)C)cc3)nc3cc(=O)[nH]n23)ccc1Cl
 : 12%	21%
O=C(CCCn1c(=O)[nH]c2ccccc2c1=O)N1CCN(c2ccccc2)CC1
 : -5%	4%
CCn1c(C)c(C)c2cc(C(=O)NCc3ccc(N(C)C)cc3)ccc21
 : 6%	39%
COc1ccc(CNS(=O)(=O)c2cc(C(=O)Nc3cc(Cl)cc(Cl)c3)ccc2F)cc1
 : 7%	-4%
Cc1cc(C)cc(NS(=O)(=O)c2ccc3[nH]cc(C(=O)N(C)Cc4ccccc4)c(=O)c3c2)c1
 : -3%	13%
COc1cc(-c2noc(-c3cc(C(C)C)[nH]n3)n2)cc(OC)c1OC
 : -5%	-5%
COc1cc(OC)c(C(=O)NCc2nc(-c3ccccc3)no2)cc1OC
 : -17%	?
Cc1ccc(NS(=O)(=O)c2ccc3c(c2)C(C(C)C)C(=O)N3)cc1C (stereo not drawn)
 : -7%	10%
COc1cc(Cl)c(C)cc1NC(c1ccccc1)c1nnc(-c2ccccc2Cl)o1 (stereo not drawn)
 : -7%	21%
COc1ccc(NC(=O)c2cc3nc(-c4ccc(Cl)c(Cl)c4)cc(C(F)(F)F)n3n2)c(OC)c1
 : -7%	-17%
COc1ccc(C)cc1-n1cnc2cc(C(=O)NC3CCCCCC3)ccc21
 : -13%	?
COc1cccc(NC(=O)C(=O)NCCc2csc3nc(-c4ccccc4C)nn23)c1
 : 0%	-10%
COc1ccc(OCC(=O)NCCS(=O)(=O)N2CCN(c3cccc(Cl)c3)CC2)cc1
 : 4%	6%
Cc1ccc(-n2nc(-c3ccc(F)cc3)c3cnc4cc5c(cc4c32)OCO5)cc1C
 : -3%	10%
CCn1c(CNC(=O)c2ccc(OC)cc2)nnc1SCC(=O)Nc1ccccc1
 : -12%	-6%
Cc1ccc(Cn2cc(S(=O)(=O)c3ccc(C)cc3)c(=O)c3cc(F)c(N4CCCC4)cc32)cc1
 : 10%	-10%
COc1cccc2cc(S(=O)(=O)c3ccc(F)c(C)c3)c(=O)oc12
 : -18%	5%
Cc1cc(NC(=O)CSc2nc(-c3cccc(F)c3)nc3c2c(=O)n(C)c(=O)n3C)no1
 : 1%	-19%
COc1cccc2c1Oc1ncccc1N(c1ccc(C(=O)NCc3cccc(C)c3)s1)C2
 : 8%	3%
